High-throughput results as filed in PubChem BioAssay.
M4 ag: CHRM4 agonism in calcium assay; P08173; CHO-K1 hM4/Gqi5, Fluo-8 calcium fluorescence; vehicle 0%, full acetylcholine response 100%; activation, % at 3 µM; actives 0.14% (n = 360,000); AID 624127;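 active means activation above the run mean over all test wells plus 3 SD, cut at about 32% in these data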;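 further: peak over basal fluorescence ratio per well then scaled between controls; 0% = DMSO wells and 100% = acetylcholine at EC100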
Target sequence (P08173 whole entry, looked up): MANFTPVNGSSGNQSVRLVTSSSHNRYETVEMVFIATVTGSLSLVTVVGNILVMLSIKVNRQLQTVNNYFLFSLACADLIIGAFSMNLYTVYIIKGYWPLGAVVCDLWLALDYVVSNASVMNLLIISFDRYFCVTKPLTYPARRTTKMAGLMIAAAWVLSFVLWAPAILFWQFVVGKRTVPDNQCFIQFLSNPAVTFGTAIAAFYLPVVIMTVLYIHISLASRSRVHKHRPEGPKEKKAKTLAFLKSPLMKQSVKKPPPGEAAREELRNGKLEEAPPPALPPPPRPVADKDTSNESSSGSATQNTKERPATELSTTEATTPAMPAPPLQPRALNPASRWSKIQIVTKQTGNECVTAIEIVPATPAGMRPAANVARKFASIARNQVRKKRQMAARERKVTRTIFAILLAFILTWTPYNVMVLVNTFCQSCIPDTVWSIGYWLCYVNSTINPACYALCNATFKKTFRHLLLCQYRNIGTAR
CHRM1 antagonist: antagonists of human M1 muscarinic receptor. inhibition, % at 3 µM. actives 1.3% (n = 360,000). CHO-K1 hM1, Fluo-8 calcium fluorescence, ACh EC80 antagonist. P11229;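 active means percent inhibition above its own plate's cutoff, namely the mean of that plate's compound wells plus 3 SD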;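 further: peak over basal fluorescence ratio during 140 s after agonist addition; 0% = ACh EC80 plus DMSO and 100% = DMSO alone without agonist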
Target sequence (P11229 whole entry, looked up): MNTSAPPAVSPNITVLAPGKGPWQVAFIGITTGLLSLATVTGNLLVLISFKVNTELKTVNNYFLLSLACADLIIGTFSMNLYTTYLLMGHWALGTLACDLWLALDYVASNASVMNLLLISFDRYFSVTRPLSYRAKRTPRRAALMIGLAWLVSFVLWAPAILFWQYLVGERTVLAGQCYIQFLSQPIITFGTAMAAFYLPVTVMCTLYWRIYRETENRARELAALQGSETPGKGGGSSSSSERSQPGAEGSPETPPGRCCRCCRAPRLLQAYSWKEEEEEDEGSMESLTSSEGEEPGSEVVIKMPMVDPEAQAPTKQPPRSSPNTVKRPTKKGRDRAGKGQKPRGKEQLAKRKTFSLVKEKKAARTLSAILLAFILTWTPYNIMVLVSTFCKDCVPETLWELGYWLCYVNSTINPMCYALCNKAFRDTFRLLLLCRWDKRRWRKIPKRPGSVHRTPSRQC
CHO-K1 Ca antag: M1 antagonist counterscreen hit in parental CHO-K1 cells | ATP-induced calcium, Fluo-8 fluorescence | inhibition, % at 3 µM | actives 0.6% (n = 360,000);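 active means inhibition above a per-plate cutoff, the plate's mean sample inhibition plus 3 SD, cut at about 24% in these data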;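 further: 0% = DMSO plus EC80 ATP and 100% = DMSO alone without ATP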
M1 ag parental: nonselective activator or artifact in parental CHO-K1 cells. activation, % at 3 µM. actives 0.48% (n = 360,000). AID 602248. Fluo-8 calcium fluorescence; scaled to maximal ATP response, vehicle zero; in the data active means activation above about 15%;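 further: untransfected CHO-K1 host cells lacking M1 receptor as counterscreen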
OXTR potentiator: human OXTR potentiation | CHO-OTR cells, Fluo-8 calcium fluorescence, potentiator mode; 0% = oxytocin EC15, 100% = EC100 | activation, % at 3 µM | actives 0.061% (n = 320,000) | P30559 | AID 2445;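 active means activation above that plate's cutoff, the mean activation of tested compounds plus 3 SD, cut at about 6.6% in these data, passing the limit was not always enough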;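 further: 100% uses oxytocin at 75 nM as the full agonist control; some results filed as inactive read as strong as hits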
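assay system = CHO-OTR cells, human receptor | schedule = compound 6 min at room temperature before oxytocin, 100 s read | detection = Fluo-8 intracellular calcium fluorescence, ex 470-495, em 515-575 nm | evaluation = normalized max/min fluorescence ratio, % activation | control set = EC15 oxytocin alone as 0%, 75 nM oxytocin (EC100) as 100%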
M1 ag: activates human CHRM1 receptor; P11229; CHO-K1 hM1, Fluo-8 calcium fluorescence, agonist mode; 0% DMSO, 100% acetylcholine EC100; activation, % at 3 µM; actives 0.33% (n = 360,000);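 active means activation above the run's mean compound activation plus 3 SD, cut at about 16% in these data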;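 further: peak over basal fluorescence ratio within a 140 s kinetic read after compound addition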
CHO parental Ca: counter-screen: ATP calcium response change in parental CHO cells. parental CHO-K1, ATP-induced calcium, Fluo-8 fluorescence. inhibition, % at 5.6 µM. actives 0.63% (n = 330,000);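 active means inhibition above that plate's mean sample inhibition plus 3 SD, cut at about 26% in these data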;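 further: 0% = ATP-challenged DMSO wells and 100% = DMSO wells without ATP; some compounds past the cut are filed as inactive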
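Assay system: untransfected parental CHO cell line. Also added: ATP agonist challenge. Dosing: one dose, 5.6 µM nominal. Measured by: Fluo-8 fluorescence. Read-out: % inhibition. Benchmarks: ATP wells versus no-ATP DMSO wells. Repeats: no replicates.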
M4 antag: antagonists of human muscarinic M4 receptor (CHRM4); CHO-hM4 cells, ACh EC80, Fluo-8 calcium fluorescence; inhibition, % at 3 µM; actives 0.73% (n = 360,000); P08173; AID 624125;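 active means inhibition above its plate's cutoff, the mean inhibition of sample wells plus 3 SD, cut at about 27% in these data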;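 further: 0% = acetylcholine EC80 with DMSO and 100% = DMSO without agonist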
M1 PAM: potentiates human M1 receptor response to acetylcholine. P11229. CHO-K1 hM1, Fluo-8 calcium fluorescence, ACh EC20; 0% = ACh EC20, 100% = maximal ACh. activation, % at 3 µM. actives 0.088% (n = 360,000). AID 588819; in the data active means activation above about 19%, passing the limit was not always enough
Starred values were filed as active, the others as inactive; · = not tested or not shown.

smiles	M4 ag	CHRM1 antagonist	CHO-K1 Ca antag	M1 ag parental	OXTR potentiator	M1 ag	CHO parental Ca	M4 antag	M1 PAM
O=C(CN1C(=O)NC2(CCCC2)C1=O)N1CCN(S(=O)(=O)c2ccccc2F)CC1	0	-6	-9	0.7	-6	-3	-9	-9	8
CCOC(=O)C1=C(C)N(CC)C(=S)NC1c1ccc(Cl)cc1 (stereo not given)	-3	-9	-17	-0.1	-8	-9	-23	-7	4
N/C(=N\OC(=O)Nc1ccc(Cl)c(Cl)c1)c1ncc(C(F)(F)F)cc1Cl	10	13	16	4.4	-21	0	18	27*	-3
c1cn2cc(-c3ccc(CN4CCOCC4)cc3)ccc2n1	1	7	3	0.4	·	-4	·	-4	-3
Cc1noc(C)c1COc1ccc(C(=O)N2CCCC(C(N)=O)C2)cc1 (stereo not given)	0	1	-1	0.3	-8	-3	1	7	0
CC(C)Oc1ccc2nnnn2n1	0	-2	7	-0.1	0	-4	3	2	3
CC1(C)CNc2cc(N)ccc2S1	1	-11	-9	0.7	-4	-7	-8	3	11
Cc1ccccc1-n1nnnc1SCC(N)=O	0	-16	-13	0.6	-8	-2	2	-4	4
COc1ccc(-c2cc(NC(C)=O)c3ncc(-c4ccc(OC)c(OC)c4)n3c2)c(OC)c1	6	2	2	1.5	·	-6	·	-1	-6
C[C@]12c3[nH]c4ccc(Cl)cc4c3CCN1C(=O)[C@@H](CC(=O)NCc1ccco1)C[C@@H]2C(=O)N1CCOCC1	1	-16	-12	-0.2	·	-8	-40	-11	10
O=C(Nc1ccc(S(=O)(=O)Nc2ncccn2)cc1)C1=COCCO1	0	-13	-3	0.0	4	-2	4	-12	19
O=C(NC1CCS(=O)(=O)C1)c1ccc(S(=O)(=O)N2CCCC2)cc1 (stereo not given)	0	-8	-6	0.8	-1	-4	-3	-6	11
S=c1[nH]nc(C2CCCCC2)n1/N=C/c1cccc(Br)c1	0	-7	-13	1.0	-9	1	-13	-3	4
Cc1noc(C)c1COc1ccc(C(=O)NNC(=O)c2ccccc2)cc1	1	6	7	0.6	-5	-4	5	2	-3
CC(C)COc1ccc(C(=O)N2C(=O)c3ccc(N)cc3C2=O)cc1	2	-11	-17	0.5	-2	-3	-5	1	8
CSCCC(NC(=O)c1ccccc1Cl)C(=O)NNC(=O)c1csc(N2CCOCC2)n1 (stereo not given)	1	-10	-1	0.5	-3	-2	-4	0	9

An excerpt of these results, with each value named:
O=C(NC1CCS(=O)(=O)C1)c1ccc(S(=O)(=O)N2CCCC2)cc1 (stereo not given)
  M4 ag = 0	CHRM1 antagonist = -8	CHO-K1 Ca antag = -6	M1 ag parental = 0.8	OXTR potentiator = -1	M1 ag = -4	CHO parental Ca = -3	M4 antag = -6	M1 PAM = 11

Cc1noc(C)c1COc1ccc(C(=O)NNC(=O)c2ccccc2)cc1
  M4 ag = 1	CHRM1 antagonist = 6	CHO-K1 Ca antag = 7	M1 ag parental = 0.6	OXTR potentiator = -5	M1 ag = -4	CHO parental Ca = 5	M4 antag = 2	M1 PAM = -3

COc1ccc(-c2cc(NC(C)=O)c3ncc(-c4ccc(OC)c(OC)c4)n3c2)c(OC)c1
  M4 ag = 6	CHRM1 antagonist = 2	CHO-K1 Ca antag = 2	M1 ag parental = 1.5	OXTR potentiator = ·	M1 ag = -6	CHO parental Ca = ·	M4 antag = -1	M1 PAM = -6

S=c1[nH]nc(C2CCCCC2)n1/N=C/c1cccc(Br)c1
  M4 ag = 0	CHRM1 antagonist = -7	CHO-K1 Ca antag = -13	M1 ag parental = 1.0	OXTR potentiator = -9	M1 ag = 1	CHO parental Ca = -13	M4 antag = -3	M1 PAM = 4

Additional records.
smiles	M4 ag	CHRM1 antagonist	CHO-K1 Ca antag	M1 ag parental	OXTR potentiator	M1 ag	CHO parental Ca	M4 antag	M1 PAM
O=C(NCC(O)CO)c1ccc2[nH]c3ccccc3c2c1 (stereo not given)	0	-6	-11	-0.3	-2	-2	3	5	9
Nc1ccc(S(=O)(=O)N2CCCC2)cc1Cl	0	-14	7	0.0	2	-5	-7	-9	9
Cc1cccc(NC(=S)NC(=O)c2ccco2)c1C	0	-19	-8	1.9	1	-3	-2	6	17
COC(=O)CSc1nc(-c2ccccc2)nc2ccccc12	4	-9	-11	1.4	-8	-7	-19	-4	8
CN1CCN(CCNC(=O)c2ccc(CS(=O)c3ccc(Br)cc3)o2)CC1 (stereo not given)	2	5	-7	0.4	·	-9	·	-16	-1
Nc1ncnc(Nc2cc(Cl)cc(Cl)c2)c1[N+](=O)[O-]	0	-7	-3	-0.1	-8	-7	-7	-1	3
CCS(=O)(=O)c1nc2ccccc2n1CC(=O)N1CCOCC1	0	-38	-4	0.6	-7	-1	-5	-5	7
Cn1c(C(=O)N(Cc2ccccc2)Cc2ccccn2)cc2sccc21	14	17	-37	6.2	-6	-5	-11	-8	-14

Part of the list above, showing only M4 ag and M1 ag:
molecule	M4 ag	M1 ag
O=C(NCC(O)CO)c1ccc2[nH]c3ccccc3c2c1 (stereo not given)	0	-2
Nc1ccc(S(=O)(=O)N2CCCC2)cc1Cl	0	-5
Cc1cccc(NC(=S)NC(=O)c2ccco2)c1C	0	-3
COC(=O)CSc1nc(-c2ccccc2)nc2ccccc12	4	-7
CN1CCN(CCNC(=O)c2ccc(CS(=O)c3ccc(Br)cc3)o2)CC1 (stereo not given)	2	-9
Nc1ncnc(Nc2cc(Cl)cc(Cl)c2)c1[N+](=O)[O-]	0	-7

Later entries:
smiles	M4 ag	CHRM1 antagonist	CHO-K1 Ca antag	M1 ag parental	OXTR potentiator	M1 ag	CHO parental Ca	M4 antag	M1 PAM
COc1ccc(CN(C)CC(=O)N2CCc3ccccc3C2)cc1	1	-4	-12	0.5	-4	-11	-12	8	2
O=C(O)CCN1C(=O)c2ccc(NC(=O)CCc3ccccc3)cc2C1=O	0	-17	-9	0.4	-8	-3	0	-3	6
CC1CCc2c(sc3nc(SCC(=O)O)n(-c4ccccc4)c(=O)c23)C1 (stereo not given)	0	4	-11	-0.3	-3	-3	-5	-5	2
Cc1nnc(SCC(=O)c2ccc([N+](=O)[O-])cc2)s1	0	-10	-18	0.5	-3	-4	-11	4	11
CCN(CC)c1ccc(NC(=O)c2ccccc2Br)cc1S(=O)(=O)Nc1ccccc1OC	0	5	1	1.1	-9	-9	-12	12	-3
CC(C)(C)OC(=O)N1CC=C2C(C#N)=C(N)C(C#N)(C#N)[C@H](c3cccnc3)[C@H]2C1	3	-10	-15	1.2	-5	-3	-14	6	6
CCOc1ccc(S(=O)(=O)N2CCN(Cc3ccc4c(c3)OCO4)CC2)cc1OCC	1	-9	-13	0.6	-13	-5	-17	-10	2
O=C(Nc1nnc(SCc2ccc(F)cc2)s1)C1CC(=O)N(Cc2ccccc2)C1 (stereo not given)	2	-7	-4	1.7	1	-4	-21	0	10

Some of these compounds in order of the M4 ag value, low to high.
canonical_smiles	M4 ag
CCOc1ccc(S(=O)(=O)N2CCN(Cc3ccc4c(c3)OCO4)CC2)cc1OCC	1
O=C(Nc1nnc(SCc2ccc(F)cc2)s1)C1CC(=O)N(Cc2ccccc2)C1 (stereo not given)	2
CC(C)(C)OC(=O)N1CC=C2C(C#N)=C(N)C(C#N)(C#N)[C@H](c3cccnc3)[C@H]2C1	3

New compounds follow
smiles	M4 ag	CHRM1 antagonist	CHO-K1 Ca antag	M1 ag parental	OXTR potentiator	M1 ag	CHO parental Ca	M4 antag	M1 PAM
CCOC(=O)c1c(C)noc1-c1ccc(Br)o1	-1	4	-6	0.2	-4	-5	-14	-3	-1
COc1ccccc1N1C(=S)N=C(Nc2c(C)cccc2C)C12CCCC2	6	-2	-6	1.9	4	-6	-6	-3	-1
Cc1cc(OCC(=O)N2CCCCCC2)ccc1[N+](=O)[O-]	2	-2	-13	3.3	-6	-4	-21	-6	2
COc1cc(/C=N\NC(C)=O)ccc1OC/C=C/c1ccccc1	1	-14	-7	0.6	·	-3	·	-7	8
Cc1cccc(-c2nc3ccc(C(=O)NCCN4CCN(C)CC4)cc3nc2-c2cccc(C)c2)c1	4	47*	-5	1.2	-8	-5	-21	10	-22
C=CCn1cnc2c(oc3ccccc32)c1=O	1	0	6	-0.3	·	-9	·	0	-1
O=C(Nc1cccc(F)c1)c1cccnc1	1	9	23	-0.8	·	-5	·	-4	-5
COc1cc(/C=N/O)ccc1OCc1ccc([N+](=O)[O-])cc1	8	-11	-14	3.3	-8	-2	-12	-4	5
COc1ccc(C(=O)Nc2ccc(S(=O)(=O)N(C)c3ccccc3)cc2)cc1	9	-4	5	3.0	-16	0	6	-8	-6
CN(CCc1ccccc1)C(=O)c1ccc(NC(=O)Cc2cccc(NC(=O)C3CCN(C(=O)C4CCCCC4)CC3)c2)cc1	1	-3	-7	0.2	·	-5	·	-12	5
COc1cc2c(cc1OC)C(c1cccc([N+](=O)[O-])c1)=NCC2	2	-19	-9	0.3	-7	-3	-11	-15	9
Nc1ccc(N=Nc2ccccc2)c(N)n1	2	-39	-4	-0.6	-1	1	-5	0	10
CSC1=C(C#N)C(=O)NC(c2ccccc2O)S1 (stereo not given)	-1	0	4	0.4	-7	-2	4	-7	0
COc1ccc(C2(c3ccc(OC)cc3)NC(=O)N(CC(=O)NCC(C)c3ccccc3)C2=O)cc1 (stereo not given)	23	15	-11	7.8	-7	2	-17	-1	-9
Nc1ccccc1SSc1ccccc1N	7	6	-15	3.9	-6	0	-1	7	2
CC(=O)N1CCC(=NNc2ncc(C(F)(F)F)cc2Cl)CC1	-1	18	-3	0.9	-8	-4	-1	-2	-7
O=C(NCCS(=O)(=O)NCc1ccccc1)c1ccccc1	1	-8	-18	2.3	-7	1	-8	4	5
C=CC[N+](C)(C)CCCNC(=O)/C=N/O	2	-5	-8	-0.2	0	-7	-5	-5	0
COc1cc(S(=O)(=O)N2CCCC2)c(C)cc1C	0	-8	-1	0.0	1	-3	-13	-7	13
COC(=O)c1ccc(CN2C(=O)NC(CC(C)C)C2=O)cc1 (stereo not given)	5	-3	-18	-0.1	-11	-3	-14	-3	7
COc1ccc(-c2coc3c(C(=O)NC(C)C)cccc23)c(C)c1	-2	4	-2	0.1	·	-7	·	-5	-6
COc1ccc(CCC(C)N2CCC(Oc3ccc(C(=O)N4CCCC4)cc3)CC2)cc1 (stereo not given)	4	67*	-8	1.7	-1	-6	-10	42*	-21
COc1ccc(C(CC(=O)N2CCCC2)c2ccc(F)cc2)cc1 (stereo not given)	4	-7	-4	0.6	-3	-4	-16	19	7
